# AddAB inh: less growth of phage-infected E. coli with AddAB | E. coli expressing H. pylori AddAB, absorbance growth | inhibition, % at 11.9 µM | AID 435030 | actives 0.29% (n = 330,000); in the data active = inhibition above about 12%;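 note: 0% = vehicle wells of infected cells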
# Tat export inh: E. coli Tat transport inhibition | AID 488895 | inhibition, % at 10 µM | E. coli MC4100 TorA-mCherry Tat export, fluorescence | actives 0.036% (n = 340,000);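 active = mean replicate inhibition at least 50% and at least half of replicates individually reaching 50%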;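 note: exported cargo escapes ClpAP degradation while cytoplasmic cargo is degraded and loses fluorescence; 0% = median of neutral control wells and 100% = median of NaSCN control wells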
# PKA-R1A act: activators of PKA-R1A complex; P00514+P68181; activation, % at 11.4 µM; actives 0.083% (n = 340,000); PKA-R1A dissociation, Cy5-IP20 fluorescence polarization; scaled: DMSO 0%, 113 µM cGMP 100%;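 active = percent activation above the mean of all tested compounds plus 3 SD, cut at about 19% in these data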;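 note: higher means more PKAc released from R1A so a rise in polarization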
# PfHsp90 set2: inhibits growth of yeast expressing Plasmodium falciparum Hsp90 | actives 0.32% (n = 310,000) | inhibition, % at 9.4 µM | S. cerevisiae expressing PfHsp90, BacTiter-Glo ATP, 48 h; yeast lacking PDR1 and PDR3 efflux regulators;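 active = every replicate shows inhibition above about 80%, whatever the replicate mean, limit read from the data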;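 note: 0% = DMSO neutral controls and 100% = 20 µM radicicol positive controls; yeast relying on Plasmodium falciparum Hsp90 in place of its own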
# HTR5A inv ag: HTR5A inverse agonism, opioid heterodimer counter-screen; HTR5A cell line, luminescence; inhibition, % at 9.3 µM; actives 0.083% (n = 340,000); in the data active = inhibition mostly above about 23%, no sharp cut-off; inactive = mostly below about 18%;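 note: 0% = cells with DMSO and 100% = no-cell wells with DMSO; some compounds called inactive have numbers as strong as hits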
# SUMO Mot1 rescue: inhibitors of SUMOylation pathway: yeast Mot1-301 growth rescue. AID 2716. S. cerevisiae Mot1-301 growth rescue, ATP luminescence, 38.5C; percent above DMSO median, 100 means doubled. actives 1% (n = 320,000). growth rescue, % at 18.8 µM;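 active = every valid replicate shows activation above 250% relative to neutral control wells; inactive = the rest, any valid replicate at or below 250%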;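 note: OY570 slx delta 5 strain wells were the positive control but not used for scaling; some compounds called inactive have numbers as strong as hits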
# OPRM1-OPRD1 inv: mu-delta opioid heterodimer inverse agonism; cell-based MOR-DOR heterodimer luminescence; actives 0.21% (n = 340,000); inhibition, % at 9.3 µM; P35372+P41143; in the data active = inhibition above about 22%, passing the limit was not always enough;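 note: 0% = cells with DMSO and 100% = wells without cells with DMSO; values of inactives mirror those of a sister screen read the other way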
# Target sequence (P35372 whole entry, looked up): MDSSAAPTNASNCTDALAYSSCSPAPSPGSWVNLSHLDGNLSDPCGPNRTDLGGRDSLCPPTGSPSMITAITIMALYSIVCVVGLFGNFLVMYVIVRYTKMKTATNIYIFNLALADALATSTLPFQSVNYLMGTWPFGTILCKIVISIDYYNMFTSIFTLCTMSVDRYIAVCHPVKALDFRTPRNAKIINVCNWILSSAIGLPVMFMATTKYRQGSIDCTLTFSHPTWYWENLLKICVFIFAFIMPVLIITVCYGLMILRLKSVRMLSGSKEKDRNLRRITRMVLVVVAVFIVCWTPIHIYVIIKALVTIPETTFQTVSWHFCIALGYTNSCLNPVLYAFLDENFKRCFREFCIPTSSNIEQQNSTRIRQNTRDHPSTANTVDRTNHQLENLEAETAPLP
# Target sequence (P41143 whole entry, looked up): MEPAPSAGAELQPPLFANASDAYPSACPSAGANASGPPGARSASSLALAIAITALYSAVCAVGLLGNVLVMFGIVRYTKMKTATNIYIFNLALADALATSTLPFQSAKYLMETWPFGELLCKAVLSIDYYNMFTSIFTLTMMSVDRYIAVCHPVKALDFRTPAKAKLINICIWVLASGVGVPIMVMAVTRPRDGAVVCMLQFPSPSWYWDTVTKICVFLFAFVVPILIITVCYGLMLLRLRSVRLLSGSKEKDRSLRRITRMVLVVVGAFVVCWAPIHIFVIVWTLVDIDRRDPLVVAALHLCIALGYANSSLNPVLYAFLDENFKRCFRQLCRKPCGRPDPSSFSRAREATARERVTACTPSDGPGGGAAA
# Ecoli viability: bacterial growth inhibition, counter-screen for AddAB inhibitors; actives 0.27% (n = 330,000); AID 449728; E. coli V3065 growth, OD600 absorbance, 18 h; inhibition, % at 11.9 µM;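 active = inhibition above the campaign's mean inhibition across all tested compounds plus 3 SD, cut at about 9.9% in these data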;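 note: uninfected addAB+ strain grown without phage in ampicillin broth; 0% = DMSO wells and 100% = ciprofloxacin 0.95 µg/ml wells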
# PKA-R2B act: activates the human PKA-R2B holoenzyme complex; P22694+P31323; PKA-R2B holoenzyme dissociation, Cy5-IP20 fluorescence polarization; R2B truncated from residue 108, S112A mutant; 0% DMSO only, 100% 113 µM cGMP; activation, % at 11.4 µM; actives 0.079% (n = 340,000);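 active = activation above a cutoff set at the mean over all compounds plus 3 SD, cut at about 18% in these data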;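 note: higher means more holoenzyme dissociation and a rise in polarization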
# MOR-DOR ag: agonists of human mu-delta opioid receptor heterodimerization | cells, OPRM1-OPRD1 heterodimerization, luminescence | P35372+P41143 | actives 0.3% (n = 340,000) | activation, % at 9.3 µM | AID 504326; in the data active = activation above about 18%;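 note: 0% = vehicle-treated cells and 100% = reference agonist; values of inactives mirror those of a sister screen read the other way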
# phage Ecoli inh: E. coli growth loss with phage present; AID 651602; inhibition, % at 11.9 µM; actives 0.26% (n = 360,000); growth absorbance; in the data active = inhibition above about 11%
# The depositor's hits bear a star; i = inactive; · = not tested or not shown.
Compound,AddAB inh,Tat export inh,PKA-R1A act,PfHsp90 set2,HTR5A inv ag,SUMO Mot1 rescue,OPRM1-OPRD1 inv,Ecoli viability,PKA-R2B act,MOR-DOR ag,phage Ecoli inh
CC(C)Cn1c(N)c(C(=O)COC(=O)c2nccnc2N)c(=O)n(C)c1=O,1.8,-3,-1,3,-14,-5,12,1.6,1,-3.2,-0.7
CC(=O)N1CCN(CCN2C(C)=CC(=C(C#N)C#N)C=C2C)CC1,1.4,8,-1,16,5,18,11,0.8,6,-2.4,2.1
CC1CCCN(C(=S)SCC(=O)O)C1 (stereo not drawn),1.7,1,0,-3,3,10,-5,-0.7,0,1.0,0.4
CC(OC(=O)c1cc(S(=O)(=O)N(C)C)ccc1N1CCCC1)C(=O)NCc1ccccc1 (stereo not drawn),-0.6,-6,3,19,9,-1,8,0.2,3,-1.5,3.3
CNC(=O)Nc1ccc(Cn2cc(C(F)(F)F)ccc2=O)cc1,1.7,0,-2,9,4,-8,7,-1.7,-1,-1.1,2.4
CCOC(=O)c1cc(-c2ccccc2)sc1NC(=S)Nc1cc(C)ccn1,4.1,-7,16,-24,-44,-1,11,0.7,9,-1.9,0.5
CCOc1ccccc1NS(=O)(=O)c1c(C)[nH]c(C)c1C(=O)N1CCCCC1,-1.2,1,2,-16,-9,-6,13,-0.2,4,-2.4,-1.2
CCCCCC(=O)NNC(=S)NC(C)=O,-1.9,-2,-11,-2,1,-8,17,0.5,-4,-3.9,-7.8
CC(CNC1CCCCC1)OC(=O)c1ccccc1 (stereo not drawn),0.2,4,-7,-17,19,·,11,-0.9,-5,-2.0,5.0
O=C(COC(=O)c1ccc(S(=O)(=O)N2CCCC2)cc1)NCc1cccs1,2.6,0,-17,-8,10,-7,6,2.6,5,-1.3,2.7
O=C(O)CC(Cc1ccc(Br)cc1)C(=O)O (stereo not drawn),1.5,-8,4,-12,9,-2,-5,-0.2,7,0.8,-0.5
CSc1cccc(NC(=O)CSc2ncccc2C(=O)Oc2cccc([N+](=O)[O-])c2)c1,4.2,10,-1,-6,-5,-4,-6,0.5,3,1.1,1.9
CN(C)c1cc(NC(=O)CNC(C)(C)CC(C)(C)C)c2ccccc2n1,4.4,-9,2,10,5,7,-25,4.9,0,4.4,1.5
CCOc1c(C)cc(S(=O)(=O)NCc2ccccn2)c(C)c1C,2.9,10,-5,-3,-9,8,16,2.8,-4,-3.2,0.2
CC(=O)Nc1ccc(S(=O)(=O)Nc2cccc(NC(=O)c3ccco3)c2)cc1,2.2,0,-13,-23,-4,7,5,0.3,-8,-0.8,5.6
Cc1cccc(NC(=O)CN(C)S(=O)(=O)c2cccc3nsnc23)c1C,0.2,-1,1,-5,-7,i,12,1.2,-12,-2.2,1.4

# 3 compounds from above, showing only HTR5A inv ag and Ecoli viability:
smiles,HTR5A inv ag,Ecoli viability
CCOc1ccccc1NS(=O)(=O)c1c(C)[nH]c(C)c1C(=O)N1CCCCC1,-9,-0.2
CCCCCC(=O)NNC(=S)NC(C)=O,1,0.5
CC(CNC1CCCCC1)OC(=O)c1ccccc1 (stereo not drawn),19,-0.9

# (cont.)
Compound,AddAB inh,Tat export inh,PKA-R1A act,PfHsp90 set2,HTR5A inv ag,SUMO Mot1 rescue,OPRM1-OPRD1 inv,Ecoli viability,PKA-R2B act,MOR-DOR ag,phage Ecoli inh
CCOc1ccc(Oc2ccc(S(=O)(=O)N3CCOCC3)cc2NC(=O)C2=COCCO2)cc1,0.3,7,0,·,-21,i,11,-0.4,-2,-2.1,-2.1
CCN(C(=O)COC(=O)c1cccc(S(=O)(=O)N(C)C)c1)c1c(N)n(Cc2ccccc2)c(=O)[nH]c1=O,·,0,-18,22,-12,·,9,·,-5,-2.3,0.7
CC(=O)c1ccc(OCc2cc(C(=O)NC(C)Cc3ccccn3)no2)cc1 (stereo not drawn),1.9,2,2,5,-3,1,12,0.1,-1,-2.3,1.3
O=c1cc(/C=C/c2ccccc2)oc2ccccc12,0.8,4,6,16,-7,-5,-2,0.1,2,0.4,1.8
O=C(CN1C(=O)CSCC1=O)Nc1ccc2c(c1)OCO2,4.4,-6,-2,-8,-13,-15,-7,-3.6,-1,1.0,3.6
CN(N)c1nc(N2CCCC2)nc(N2CCCC2)n1,-0.3,9,4,8,0,-21,9,-0.3,-6,-1.8,0.7
CC(C)c1ccc(C2c3[nH]c4ccccc4c3C[C@H]3C(=O)N(c4ccccc4C(=O)N4CCC(C(=O)O)CC4)C(=O)N23)cc1 (stereo partly drawn),2.4,3,4,-24,2,12,-44,-2.0,-2,8.7,1.3
CCC(C)NC(=O)N[C@@H](Cc1ccccc1)C(=O)O (stereo partly drawn),2.0,-6,-6,13,-18,-9,-3,1.9,-13,0.6,2.4
COc1ccc(NC(=O)COC(=O)c2cccn2C)cc1S(=O)(=O)N1CCCCC1,-0.7,-2,12,19,-29,-18,-5,-3.1,0,1.0,2.5
Cc1cc(SC(C)C(=O)Nc2ncc(Cl)cc2Cl)nc2ccccc12 (stereo not drawn),-1.1,-2,-6,0,-16,1,-8,0.2,9,1.6,0.9
Cc1c([N+](=O)[O-])c([N+](=O)[O-])nn1CC(=O)NCCc1ccccc1,4.1,-8,-3,-13,-16,2,-17,-1.3,0,3.0,2.8
CCOC(=O)c1ccc2c(c1)nc(SCC(=O)NC(C)C)n2CC,-0.8,5,-6,13,8,4,5,-3.7,7,-0.9,1.6
CC(C)CN(CC(C)C)c1nnc(N)s1,4.9,0,-1,-15,-6,3,4,-0.2,-2,-0.9,-0.1
Cc1ccc(NC(=O)N2CCCC2C(=O)Nc2c(C)cc(C)cc2C)cc1 (stereo not drawn),1.7,-7,-18,-18,-4,-9,9,0.2,-13,-1.3,1.8
COc1ccc(CC(=O)NNC(=O)c2cnccn2)cc1,-0.4,2,2,-6,2,-14,3,-2.7,-6,-0.4,-0.5
CCO[C@H]1OC(C(=O)O)=C[C@@H](C)[C@@H]1CCCO,4.6,-1,0,-10,11,2,9,2.7,-3,-1.6,3.6

# Structures above that have an NH in an aromatic ring:
Compound,AddAB inh,Tat export inh,PKA-R1A act,PfHsp90 set2,HTR5A inv ag,SUMO Mot1 rescue,OPRM1-OPRD1 inv,Ecoli viability,PKA-R2B act,MOR-DOR ag,phage Ecoli inh
CCOc1ccccc1NS(=O)(=O)c1c(C)[nH]c(C)c1C(=O)N1CCCCC1,-1.2,1,2,-16,-9,-6,13,-0.2,4,-2.4,-1.2
CCN(C(=O)COC(=O)c1cccc(S(=O)(=O)N(C)C)c1)c1c(N)n(Cc2ccccc2)c(=O)[nH]c1=O,·,0,-18,22,-12,·,9,·,-5,-2.3,0.7
CC(C)c1ccc(C2c3[nH]c4ccccc4c3C[C@H]3C(=O)N(c4ccccc4C(=O)N4CCC(C(=O)O)CC4)C(=O)N23)cc1 (stereo partly drawn),2.4,3,4,-24,2,12,-44,-2.0,-2,8.7,1.3

# More compounds:
Molecule | AddAB inh | Tat export inh | PKA-R1A act | PfHsp90 set2 | HTR5A inv ag | SUMO Mot1 rescue | OPRM1-OPRD1 inv | Ecoli viability | PKA-R2B act | MOR-DOR ag | phage Ecoli inh
N#Cc1ccccc1NC(=O)COC(=O)CCc1ccccc1 | 1.9 | -3 | -3 | 14 | 2 | -14 | 7 | 1.1 | 3 | -1.3 | 0.6
COc1ccccc1N1CCN(C2CCCN(Cc3ccc(Cl)cc3)C2)CC1 (stereo not drawn) | -1.2 | 9 | -5 | 12 | 0 | -5 | 3 | -0.9 | 5 | -0.6 | 3.2
O=S(=O)(NC1=NCCC1)c1ccc(F)cc1F | -1.2 | 0 | -6 | -5 | 27 | 11 | 10 | 2.4 | 3 | -1.8 | 2.2
CC(=O)Nc1ccc(N/C=C/C(=O)c2ccc(C)o2)cc1 | 1.8 | 3 | -6 | 0 | 17 | 3 | -10 | -0.6 | -4 | 1.9 | 1.9
COc1ccc(/C=C(\NC(=O)c2ccccc2)C(=O)N/N=C/c2ccncc2)cc1 | -0.1 | -5 | -3 | 17 | -22 | -1 | 7 | -0.4 | -13 | -1.3 | 3.0
COC(=O)Cc1ccc2sc(-c3ccccc3)nc2c1 | -1.3 | -3 | -4 | 0 | -5 | -36 | -10 | -0.6 | 0 | 1.7 | 2.1
CSc1cc(C)c(OCC(=O)Nc2ccc(NC(C)=O)cc2)c(C)c1 | 2.4 | 5 | -8 | 5 | 31 | -10 | 0 | 0.2 | 4 | -0.1 | 3.4
CCOC(=O)C(NC(C)=O)(Nc1ccc(S(=O)(=O)Nc2cc(C)on2)cc1)C(F)(F)F (stereo not drawn) | 5.1 | 0 | -6 | -17 | -18 | -1 | 9 | 3.4 | -10 | -1.9 | 4.2
Cc1ccc(-c2nc(NC(=O)CSc3cc(C)c4ccccc4n3)ns2)cc1 | 2.7 | 2 | -9 | -37 | 1 | -20 | -4 | 0.7 | 1 | 0.8 | 1.1
C[C@H](NC(=O)[C@H]1N2C(=O)c3ccccc3C2SC1(C)C)C(=O)N1CCC[C@H]1CO (stereo partly drawn) | 1.3 | 8 | 1 | 10 | 13 | -1 | 6 | -1.8 | -7 | -1.1 | 2.6
CC(C)(C)OC(=O)N(Cc1ccccc1)Cc1ccccc1OCc1ccc(NC(=O)C2CCC2)cc1 | · | 1 | -1 | -3 | 11 | · | 6 | · | 6 | -1.2 | 1.4
O=C(CSc1ncn[nH]1)Nc1ccccc1C(=O)O | 4.0 | 4 | -10 | 3 | 12 | 167 | 13 | -3.2 | -1 | -3.2 | 3.3
Cc1ccc(N/C=C2\C(=O)N(c3ccc(F)cc3F)C(c3cccnc3)S2(=O)=O)cc1 (stereo not drawn) | -1.6 | 2 | -2 | -9 | -9 | 11 | 6 | -1.0 | -1 | -1.2 | 1.4
CC(NCC(=O)Nc1ccccc1C(=O)NC1CC1)c1cccc(C(F)(F)F)c1 (stereo not drawn) | 1.4 | 1 | -7 | 10 | -5 | -16 | 1 | -0.8 | 3 | -0.1 | 2.9
NC(=O)C1CC(=O)N(c2ccc(OCC(=O)Nc3ccc(Cl)cc3)cc2)C1 (stereo not drawn) | 1.6 | -10 | 7 | -4 | 9 | -2 | 8 | -0.6 | 2 | -1.6 | 0.2

# Compound activity (PubChem)

# Compounds as they come. About 2.2% of those tested had a hit in this group.
